ARNT TACC3 PPI: ARNT/TACC3 interaction disruption. Q9Y6A5. AlphaScreen His-ARNT PAS-B/GST-TACC3 binding, luminescence; TACC3 fragment carries E629A point mutation. inhibition, % at 9.99 µM. 390,000 tested, 0.66% active;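 active means mean inhibition of replicates at least 50% and at least half of replicates each reaching 50%; inconclusive means half or more replicates reach 50% but mean below 50%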;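 further: 0% = complete ARNT plus TACC3 wells and 100% = ARNT alone without TACC3; many hits fall short of the cut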
PAX8 reporter: lowers PAX8-driven luciferase in RMG-I cells | RMG-I TPO-luciferase reporter, SteadyGlo, 24 h | inhibition, % at 12.6 µM | 360,000 tested, 1.2% active | AID 652154;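 active means mean replicate inhibition at least 60% with every replicate also reaching 60%; inconclusive means only one of the two criteria is met; inactive means mean below 60% and not all replicates reaching 60%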;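 further: luciferase light reporting Pax8 driven TPO promoter activity; plate controls were median of neutral control wells for no effect and mitoxantrone controls for full effect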
ERp5 block: blocks human ERp5 reductase activity on insulin. ERp5 insulin aggregation, absorbance 650 nm, 90 min. inhibition, % at 9.99 µM. Q15084. 350,000 tested, 0.05% active;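 active means mean replicate inhibition above about 25%, with every replicate also reaching it, limit read from the data, passing the limit was not always enough; inconclusive means only one of those two criteria met; inactive means neither criterion met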
Target sequence (Q15084 whole entry, looked up): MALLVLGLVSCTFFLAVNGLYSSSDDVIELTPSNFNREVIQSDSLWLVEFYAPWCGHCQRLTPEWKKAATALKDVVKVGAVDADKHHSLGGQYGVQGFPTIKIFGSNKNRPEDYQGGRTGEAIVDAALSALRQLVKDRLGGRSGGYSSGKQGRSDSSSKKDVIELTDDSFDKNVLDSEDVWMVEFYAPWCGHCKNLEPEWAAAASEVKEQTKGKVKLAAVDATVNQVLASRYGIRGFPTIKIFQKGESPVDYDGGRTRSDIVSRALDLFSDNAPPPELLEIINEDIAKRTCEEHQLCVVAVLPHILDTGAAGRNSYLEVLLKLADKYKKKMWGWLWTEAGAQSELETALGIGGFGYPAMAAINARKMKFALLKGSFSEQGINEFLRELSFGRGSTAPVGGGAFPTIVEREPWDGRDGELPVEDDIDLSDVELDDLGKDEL
XiGFP reactiv: activators of X-chromosome reactivation in mouse fibroblasts; activation, % at 7.58 µM; XiGFP mouse fibroblasts, % GFP-positive cells imaging, 3 d; cells co-treated with 5-aza-dC sensitizer; scaled so ellipticine positive control = 100%; AID 743238; 360,000 tested, 0.055% active;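 active means mean normalized replicate activation at least 10% and every replicate at or above 10%; inconclusive means only one of the two criteria met; inactive means mean below 10% and not all replicates reach 10%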;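 further: 0% = median of on-plate neutral control wells and 100% = ellipticine 6 µM median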
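Assay system – SV40-immortalized XiGFP fibroblast cells, line 68-5-11 · Buffer or medium – DMEM supplemented with 5-aza-dC as sensitizing agent · Dosing – one concentration, pinned · Benchmarks – positive control ellipticine, 6 µM final · Times – 3 days compound exposure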
CFTR F508del cor: CFTR F508del correction in bronchial cells | activity (quench increase), % at 7.58 µM | 350,000 tested, 0.36% active | CFBE cells, YFP halide quenching; stimulated with forskolin plus potentiator P3; % fluorescence drop versus neutral controls;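 active means mean added fluorescence quench of at least 8% versus neutral control, with both replicates also reaching 8%; inconclusive means only one of the mean or replicate conditions met; inactive means mean below 8% and not both replicates reaching 8%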;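 further: cells transiently co-express mutant CFTR-F508del with the halide-sensitive YFP; corrector assay measuring rescue of mutant channel to the surface after 24 h compound exposure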
EWS-Fli block: blocks EWS/Fli oncoprotein-driven transcription. A673 NR0B1-luciferase reporter, viability-normalised. inhibition, % at 12.6 µM. 350,000 tested, 0.67% active. AID 651661;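 active means mean inhibition of at least 50% after viability correction, with every replicate also passing that limit; inconclusive means mean reaches 50% but only one of two replicates passes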;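 further: firefly luciferase signal divided by Alamar Blue viability fluorescence both relative to DMSO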
GSIS activator: GLuc luminescence reporter in INS-1E cells, primary screen for activators of glucose-dependent secretion of insulin. activation, % at 16.6 µM. INS-1E GLuc reporter insulin secretion, 2-3 h. AID 743287. 370,000 tested, 0.61% active;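 active means lowest replicate activation of at least 40%, so every replicate reaches that level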;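 further: 0% = median of neutral control wells and 100% = median of IBMX positive control wells; some compounds called inactive have numbers as strong as hits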
DENV2 CPE: DENV2-induced cell death inhibition. DENV2-infected cells, cytopathic effect rescue, plate reader. CPE inhibition, % at 9.99 µM. 350,000 tested, 1.7% active; in the data active means CPE inhibition above about 20%, passing the limit was not always enough; inconclusive means no clear call, values can overlap the other calls; tested in BHK-21 cells;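 further: 0% = median of neutral control wells and 100% = median of positive control wells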
The depositor's hits bear a star; ? = inconclusive; nt = no result given; & = joins results of further samples. The order is random; overall some 4.2% were active at least once.

SMILES	ARNT TACC3 PPI	PAX8 reporter	ERp5 block	XiGFP reactiv	CFTR F508del cor	EWS-Fli block	GSIS activator	DENV2 CPE
COCC(=O)N1CC(=O)N2[C@H](CO)[C@@H](c3ccc(C#CC(C)C)cc3)[C@H]2C1	nt	7	-1	0.0	-3.2	-5	10	?
CCCCn1c2ccc(C)cc2c2nnc(SCCN3CCCCC3)nc21	11	-13	2	-0.1	0.8	20	26	10
CC(C)(C)C(=O)Nc1ccc(Sc2ccc([N+](=O)[O-])cc2)cc1	6	-2	-8	0.0	1.6	12	-16	5
CC(C)N1CCC1(C)C(=O)Nc1nccc2cccnc12 (stereo not drawn)	nt	2	-14	0.0	-0.8	-5	1	4
CCOc1ccc(CNS(=O)(=O)c2cccs2)cc1OCC	3	8	0	0.2	-3.6	1	9	3
O=c1cc(-c2ccccc2)oc2cccc(O)c12	-1	nt	-1	nt	-0.8	-71	10	?
CCCCC(=O)Nc1ccc(C(=O)NCCN2CCOCC2)cc1	2	1	7	0.0	-1.1	1	-4	6
CCOC(=O)C1CCCN(C(=O)/C=C/c2ccccc2[N+](=O)[O-])C1 (stereo not drawn)	-1	2	nt	0.2	nt	nt	9	nt
CN(C)CCCN1C(=O)c2cc3ccccc3cc2C1=O	-3	-9	0	0.1	2.9	0	10	-1
CC(=O)c1ccc(S(=O)(=O)Nc2c(C)nn(C)c2C)cc1	-4	25	-8	0.0	0.4	0	31	?
O=C(Nc1nc(-c2cccs2)c(-c2cccs2)s1)C1CCCC1	4	25	-2	0.0	0.6	-5	nt	-5
O=C(NC1CCCCC1)NC1CC2CCC(C1)N2C(=S)NCc1ccco1 (stereo not drawn)	10	nt	1	nt	-1.8	4	0	-4
C/C=C/c1ccc2c(c1)O[C@H](CN(C)Cc1ccccc1)[C@H](C)CN([C@@H](C)CO)S2(=O)=O	-2	-17	-3	0.0	-0.2	15	12	12
Cn1cnc(S(=O)(=O)N2CC[C@@H]3[C@@H](CO)Nc4ccc(C#Cc5ccccc5F)cc4[C@@H]32)c1	nt	nt	15	0.1	-1.2	-3	5	?
CCC(C)NC(=O)c1ccc(CSCc2ccc(Cl)cc2)o1 (stereo not drawn)	-40	-7	3	0.0	-2.5	5	-40	-5
COc1ccccc1CNC(=O)C[C@@H]1CC[C@H]2[C@@H](COC[C@@H](O)CN2C(=O)Nc2ccc(Cl)cc2)O1	3	-51	-2	0.0	0.0	-42	-19	4
COC(=O)C1=COC(C)C2CN3CCc4c([nH]c5cc(OC)c(OC)cc45)C3CC12 (stereo not drawn)	63*	nt	-3	nt	-1.9	8	3	-16
CC(/C=C/c1ccc2c(c1)OCO2)=N\NC(=O)c1cccc([N+](=O)[O-])c1	-1	nt	-7	nt	4.4	22	-2	17
COc1ccc(COCC(O)CN2CCc3ccccc3C2)cc1OC (stereo not drawn)	-2	16	-2	0.2	-0.2	-2	nt	2
COc1ccc(CNC(=O)C[C@H]2CC[C@@H]3[C@H](COc4ccc(NC(=O)C(C)C)cc4C(=O)N3C)O2)cc1	-6	-3	-1	0.1	-0.9	1	-4	-5
CSc1ccccc1OCc1cc(C(=O)N[C@H]2CCCCNC2=O)no1	-4	-220	-1	0.2	-1.9	nt	36	-3
O=C(CN1CCN(C2CCS(=O)(=O)C2)CC1)N1N=C(c2ccc(Cl)cc2)CC1c1ccco1 (stereo not drawn)	1	nt	0	0.4	1.7	18	-9	10
COc1ccc(S(=O)(=O)Nc2ccc3c(c2)C(=O)N([C@H](C)CO)C[C@H](C)[C@H](CN(C)C(=O)Nc2ccc4c(c2)OCO4)OCCCC[C@H](C)O3)cc1	10	7	-3	-0.1	-1.1	3	15	-2
C[C@@H]1CN([C@@H](C)CO)C(=O)c2cc(C3=CCCC3)cnc2O[C@H]1CN(C)S(C)(=O)=O	-1	-10	0	0.0	0.3	11	13	4
C[C@@H]1CCCCO[C@H](CN(C)Cc2ccncc2)[C@H](C)CN([C@@H](C)CO)C(=O)c2cc(NC(=O)C3CCCCC3)ccc2O1	-5	67*	-3	0.6	4.3	?	-6	20
CCN(c1ccccc1)S(=O)(=O)c1cccc(C(=O)NCC(c2ccc(OC)cc2)N2CCCCC2)c1 (stereo not drawn)	nt	24	1	-0.1	0.6	14	-8	4
COc1ccccc1C#Cc1cnc2c(c1)C(=O)N([C@H](C)CO)C[C@@H](C)[C@@H](CN(C)C(=O)c1ccc3c(c1)OCO3)O2	-7	4	0&-4	0.5&-0.7	-1.5&0.4	-6&-8	-8&-24	4&4
O=C(CSc1nnnn1C1CCCCC1)NCc1cccs1	20	2	1	0.2	0.0	9	12	-2
O=C(c1cccc(N2CCCC2=O)c1)N1CCN(c2ccc(F)cc2)CC1	-4	-1	3	0.0	-0.3	nt	4	0
Cc1cccc(CN2CCN(C3CCCC3)C(CCO)C2)n1 (stereo not drawn)	-9	3	5	0.1	nt	-3	-1	6
C[C@@H]1CN([C@@H](C)CO)C(=O)c2cccc(NC(=O)Nc3ccccc3)c2O[C@@H]1CN(C)Cc1ccc(C(=O)O)cc1	0	18	-5	-0.1	0.9	-5	18	1
CO[C@@H]1CN(C)C(=O)c2cc(NS(=O)(=O)c3cn(C)cn3)ccc2OC[C@H](C)N(CC2CC2)C[C@H]1C	nt	nt	nt	-0.3	-0.3	6	1	nt
O=C(Cc1ccncc1)N1CC(=O)N2[C@H](C1)[C@@H](c1ccc(Br)cc1)[C@@H]2CO	nt	nt	4	0.0	-2.3	-5	6	15
CSc1ccccc1NC(=O)C1(C)CCN1C(=O)Cc1ccccc1Cl (stereo not drawn)	nt	24	2	-0.1	-0.7	5	7	-10
CC(NC(=O)C1CC(=O)N(c2ccc3c(c2)OCCO3)C1)c1ccccc1 (stereo not drawn)	nt	8	-11	0.1	-5.2	0	11	-4
Cc1cc(SCn2nnc3ccccc3c2=O)nc2ccccc12	21	-17	1	0.0	nt	-8	12	2
COc1ccc(N(C(=O)c2snc(C(N)=O)c2N)C(CC(C)C)C(=O)NCC2CCCO2)cc1 (stereo not drawn)	-4	14	-2	-0.1	3.0	6	-6	-3
CC(C)[C@H](NC(=O)N1CC(=O)Nc2ccccc21)C(=O)N1CCC[C@@H]1C(=O)O	-3	nt	0	nt	-0.9	-9	11	?
O=C(NCCC1=CCCCC1)C1CCC(=O)N(Cc2cccc(C(F)(F)F)c2)C1 (stereo not drawn)	-5	-5	3	0.3	-1.1	4	-3	-11
O=C(C[C@@H]1C[C@@H]2c3cc(NC(=O)NC4CCCC4)ccc3O[C@@H]2[C@H](CO)O1)NCc1ccncc1	2	-21	-1	0.2	0.8	-3	7	5
CC1(C)C(C=C(Cl)Cl)C1C(=O)N/N=C/c1ccccc1F (stereo not drawn)	-11	4	4	0.0	2.1	18	-3	-4
CCn1c(=O)c(C(=O)NNS(=O)(=O)c2ccc(C)cc2)c(O)c2ccccc21	-6	-13	nt	0.1	nt	nt	-5	nt
CCCNC(=O)Nc1ccc2c(c1)OC[C@@H](C)N(CC1CCCC1)C[C@H](C)[C@@H](OC)CN(C)C2=O	4	8	1	-0.3	4.3	-7	-5	-4
COc1ccc(C2CC(=O)C(c3ccc(F)cc3)=CN2Cc2ccccc2)cc1 (stereo not drawn)	nt	-1	-4	-0.1	-1.8	9	-22	2
CC(=O)N1N=C(c2cccs2)CC1c1ccc(C)o1 (stereo not drawn)	1	16	2	0.5	2.2	4	11	-2
C[C@@H]1CN([C@H](C)CO)S(=O)(=O)c2ccc(-c3cncnc3)cc2O[C@H]1CN(C)C(=O)CC1CC1	-3	nt	-3	-0.7	1.2	-7	20	7
O=C1C=C(c2ccccc2)CC(c2ccc(F)cc2)C1 (stereo not drawn)	nt	-8	-6	0.1	0.8	-11	18	-6
O=C(C[C@@H]1CC[C@@H](NC(=O)C2CCC2)[C@@H](CO)O1)NC1CCC1	0	-15	6	0.3	0.6	-4	3	-7
COc1ccc(C2OC3=C(Nc4cc(C)c(C)cc4N3)C2=O)cc1 (stereo not drawn)	-7	-95	-3	0.2	2.6	-108	16	-1
Cc1cc(=O)oc2cc(OC(C)C(=O)NCCc3ccc(S(N)(=O)=O)cc3)ccc12 (stereo not drawn)	-7	-11	5	0.0	-2.3	0	37	2
Cc1noc(C)c1S(=O)(=O)N(C)C[C@H]1OCCCC[C@H](C)Oc2ccc(NC(=O)NC3CCCCC3)cc2C(=O)N([C@@H](C)CO)C[C@@H]1C	-18	7	1	0.3	2.3	6	-24	-2
Cc1ccc(S(=O)(=O)N(C)C[C@H]2OCCCC[C@H](C)Oc3ccc(NC(=O)CCC(F)(F)F)cc3C(=O)N([C@H](C)CO)C[C@@H]2C)cc1	-5	-19	1	0.0	1.9	-2	-15	0
CC(C)C[C@H]1COCc2cn(nn2)CC[C@H](C)C(=O)N1	nt	2	0	0.2	nt	2	0	-1
NS(=O)(=O)c1ccc(NC(=S)N2CCC(Cc3ccccc3)CC2)cc1	-6	1	1	0.0	2.6	5	-16	-2
CCC(C)Cn1cnc2c(SCc3ccccc3F)nc(N)nc21 (stereo not drawn)	15	-31	0	-0.1	2.2	-26	nt	?
CC(OC(=O)c1ccccn1)C(=O)Nc1nc(-c2ccc(F)c(F)c2)cs1 (stereo not drawn)	8	-118	-1	0.0	-0.2	-70	-31	8
COCCNC(=O)C(OC(=O)c1ccco1)c1ccccc1F (stereo not drawn)	-3	8	-1	0.1	1.0	11	8	1
CN1C(=O)CSc2ccc(NC(=O)N3CCOCC3)cc21	-1	nt	-5	nt	-2.1	8	4	nt
CCNC(=O)NC1c2ccccc2CSc2ccccc21 (stereo not drawn)	-2	-15	7	0.1	-0.6	-6	-6	-2
CCOc1cc(C(N)=O)cc(Cl)c1OCc1ccccc1	-5	16	17	0.0	0.1	16	-8	-2
Further structures.
SMILES	ARNT TACC3 PPI	PAX8 reporter	ERp5 block	XiGFP reactiv	CFTR F508del cor	EWS-Fli block	GSIS activator	DENV2 CPE
CN(c1ccccc1)S(=O)(=O)c1cccc(C(=O)NC2CCCC2)c1	-2	15	-6	0.3	0.3	6	nt	-10
CCOc1cc(-c2nnn(CC(=O)N3CCCCC3)n2)ccc1OC	-7	10	3	0.0	2.4	21	17	0
OC(COCCC12CC3CC(CC(C3)C1)C2)CN1CCCC1 (stereo not drawn)	nt	-11	-1	0.0	?	13	25	0
C[C@@H]1O[C@@H]1P(=O)(O)O	-6	-6	-11	0.1	-1.4	-7	nt	?
CCC(=O)Nc1cccc(C2=NOC3(C2)C[C@@H](C(N)=O)N(C(=O)c2ccccc2C(=O)c2ccccc2)C3)c1 (stereo partly drawn)	26	-15	nt	0.0	-2.6	8	-2	nt
C[C@H](CO)N1C[C@H](C)[C@H](CN(C)C(=O)Nc2ccccc2F)OCc2cnnn2CCCC1=O	-1	-7&-8	1&2	1.3	0.5&0.4	-10&4	0&-1	-5&-2
CCN(C(=O)CN1C(=O)NC(CCSC)C1=O)C1CCS(=O)(=O)C1 (stereo not drawn)	nt	-13	1	0.0	3.0	-5	4	?
COC(=O)CSc1nnc(C2COc3ccccc3O2)n1-c1ccccc1 (stereo not drawn)	-14	nt	1	nt	-3.8	9	-7	1

Bioassay records deposited in PubChem BioAssay by Broad Institute.
